Compound activity (PubChem BioAssay)
Pf growth 96h: Primary qHTS for delayed death inhibitors of the malarial parasite plastid, 96 hour incubation; 320,000 tested, 6.9% active; Potency, µM (titrated, usually from 28.7 µM), inactives show top-dose activity change, negative = inhibition, hits mostly inhibitors; AID 504834, 2011; P. falciparum luciferase reporter growth, 96 h; note: potency is the fitted concentration of half-maximal effect; % is set by controls: 0 for no effect and ±100 for the full control effect
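Two-generation exposure (96 h) targets delayed-death phenotype. Reporter parasites carrying integrated firefly luciferase, in red cells at 2% hematocrit and 0.05% parasitemia final, kept at 37 C, 5% CO2; luminescence loss indicates inhibition.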
Pf growth 48h: Primary qHTS for delayed death inhibitors of the malarial parasite plastid, 48 hour incubation | Potency, µM (top dose mostly 28.7 µM), without a hit: top-dose activity change, negative = inhibition, most hits filed as inhibitors | P. falciparum luciferase growth in erythrocytes, 48 h | 310,000 tested, 5.9% active; note: potency is the fitted concentration of half-maximal effect; % is set by controls: 0 for no effect and ±100 for the full control effect
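Luciferase-expressing P. falciparum in infected erythrocytes (2% hematocrit, 0.1% parasitemia final) in RPMI 1640/0.5% Albumax were exposed to compound for 48 hours at 37 C, 5% CO2; growth read as luminescence.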
Shiga toxin inh: A qHTS for Small Molecule Inhibitors of Shiga Toxin | Vero cells, Shiga toxin protein synthesis inhibition reporter | inhibition, % at 38.7 µM | 290,000 tested, 9.2% active; in the data active = inhibition mostly above about 28%, no sharp cut-off; inactive = mostly below about 43%; note: 0% is about no effect
Cycloheximide cs: Cycloheximide Counterscreen for Small Molecule Inhibitors of Shiga Toxin. max response, %. 300,000 tested, 12% active. cell reporter, cycloheximide protein synthesis inhibition counterscreen. AID 2314, 2010; in the data active = max response mostly above about 13%, no sharp cut-off; inactive = mostly below about 14%; note: read at 38.3 µM for the half of the compounds with a filed dose; 0% is about no effect
HCV inhibitor: qHTS Assay for Inhibitors of Hepatitis C Virus (HCV); Potency, µM (series often up to 41.8 µM), for the others: at the top dose activity change, negative = inhibition, most hits filed as inhibitors; 340,000 tested, 3.4% active; Huh7.5.1 HCVcc-Cre infection, luciferase reporter, 44 h; note: potency is the fitted concentration of half-maximal effect; % is set by controls: 0 for no effect and ±100 for the full control effect
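Cells (1,000/well) were plated 4 h before compound, then infected with HCVcc-Cre virus (~0.5 moi). After 44 h further culture, infection was read as luciferase luminescence following a 15 min substrate incubation at room temperature.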
LmPK inhibitor: qHTS Assay for Inhibitors of Leishmania Mexicana Pyruvate Kinase (LmPK); purified LmPK, Kinase-Glo ATP luminescence, 1 h; AID 1721, 2009; Q27686; 290,000 tested, 0.37% active; Potency, µM (top dose mostly 57.5 µM), inactives show at the highest dose activity change, negative = inhibition, usual class: inhibitors; note: potency is the fitted concentration of half-maximal effect; % is set by controls: 0 for no effect and ±100 for the full control effect
Target sequence (Q27686 whole entry, looked up): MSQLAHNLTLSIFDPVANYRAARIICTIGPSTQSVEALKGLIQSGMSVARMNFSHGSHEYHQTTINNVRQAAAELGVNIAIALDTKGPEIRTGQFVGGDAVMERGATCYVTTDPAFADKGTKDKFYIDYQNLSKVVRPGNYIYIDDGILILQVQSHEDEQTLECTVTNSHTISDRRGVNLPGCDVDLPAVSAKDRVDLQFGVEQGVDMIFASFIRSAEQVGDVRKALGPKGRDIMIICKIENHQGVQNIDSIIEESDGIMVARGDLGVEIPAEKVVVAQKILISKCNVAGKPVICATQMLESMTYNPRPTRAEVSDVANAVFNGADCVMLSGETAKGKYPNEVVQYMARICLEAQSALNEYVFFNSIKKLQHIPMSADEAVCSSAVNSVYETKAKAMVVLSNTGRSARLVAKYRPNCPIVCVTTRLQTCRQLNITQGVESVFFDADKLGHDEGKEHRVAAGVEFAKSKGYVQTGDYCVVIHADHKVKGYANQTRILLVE
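Pyruvate kinase activity monitored as ATP production (luciferase luminescence). Conditions: 0.1 nM enzyme, 0.5 mM PEP, 0.1 mM ADP, 1 h, RT; normalized against uninhibited and no-enzyme wells.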
TbPYK inhibitor: qHTS of Trypanosoma Brucei Inhibitors; AID 624173, 2012; Potency, µM (top dose mostly 76.8 µM), for inactives: at the top dose activity, negative = inhibition, actives largely listed as inhibitors; pyruvate kinase (Trypanosoma brucei), Q57TT1; 410,000 tested, 0.12% active; TbPYK enzyme, Kinase-Glo Plus ATP luminescence, 45 min; note: potency is the fitted concentration of half-maximal effect; % is set by controls: 0 for no effect and ±100 for the full control effect; nearly all actives have a fitted effect of over 50% in size
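Luminescence from Kinase-Glo Plus, added after a 45-minute room-temperature reaction, served as the end-point read-out. The enzyme and substrate were preincubated with compound before ADP (130 uM final) initiated turnover. Concentration-effect curves came from normalized qHTS data.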
Active calls of the source: *; ? = inconclusive; nt = not tested or not shown; & = joins results of further samples; [ ] = dose if it differs, or a comment. Unless noted, calls come from the whole dose curve; as a rule, active = well fitted curve in the direction sought with a large enough effect; inconclusive = small, poorly fitted or top-dose-only effect, or another doubt; inactive = no such curve, though single readings can be large; an effect the other way counts as inactive or inconclusive.

Values run as follows: Pf growth 96h	Pf growth 48h	Shiga toxin inh	Cycloheximide cs	HCV inhibitor	LmPK inhibitor	TbPYK inhibitor
[1] O=C(c1ccccc1)N1N=C(C(F)(F)F)CC1(O)c1ccccc1 (configuration not stated)
 : -12%	0%	nt	1	-22%	2%	-6%
[2] CCCc1cc(=O)[nH]c(SCC(=O)N2CCC(C(=O)OCC)CC2)n1
 : -28%	nt	8	-2	3%	12%	4%
[3] Cc1c(-n2c(SCC(=O)C(C)(C)C)nc3ccccc3c2=O)c(=O)n(-c2ccccc2)n1C
 : -43%	?	-5	8	22%	4%	1%
[4] CCCC1=NN2C(=N)/C(=C\c3cc(C)n(-c4cccc(C)c4)c3C)C(=O)N=C2S1
 : 37%	20%	-4	-3	2%	2%	-1%
[5] CCN1CCN(CC(=O)N2CCCC(C(=O)c3ccc(Oc4ccccc4)cc3)C2)CC1 (configuration not stated)
 : ?	?	56*	25*	?	-7%	-10%
[6] Cc1cc(C)c2nc(NC(=O)[C@@H](NC(=O)c3cccc(S(=O)(=O)N4CCOCC4)c3)C(C)C)sc2c1
 : 6.6µM*	9.3µM*	64*	32*	?	2%	1%
[7] O=C(CN1CCN(S(=O)(=O)c2ccc(F)cc2)CC1)NC1CC1
 : -1%	10%	-31	2	9%	-11%	0%
[8] COc1cc(C2c3[nH]c4ccccc4c3C[C@H]3C(=O)N(C4CC4)CC(=O)N23)ccc1OC(C)C (some centres not stated)
 : 9.3µM*	9.3µM*	-7	-7	2%	5%	-2%
[9] CCOc1ccccc1NC(C)C(=O)NC(=O)NC1CCCCC1 (configuration not stated)
 : 13µM*	?	nt	nt	-4%	nt	-1%
[10] O=C(Cc1ccccc1)N1CCN(CCCc2ccccc2)CC1
 : ?	1%	-7	-2	17%	-9%	6%
[11] CC1CCN(C(=O)COC(=O)COc2ccccc2C#N)CC1
 : 4%	19%	nt	nt	8%	nt	1%
[12] CCCCC/C(=N\NC(=O)CCC(=O)NCc1ccccc1)c1ccccc1
 : ?	-16%	-5	-3	3%	1%	0%
[13] Cc1ccc(C(=O)CCC(=O)OCC(=O)N(CC(C)C)c2c(N)n(Cc3ccccc3)c(=O)[nH]c2=O)cc1
 : 19%	6%	nt	nt	0%	nt	-7%
[14] C#CCOCCOCCOCCNc1nc(N2CCN(C(=O)CCCCCCCCCCNC(=O)[C@@H](CCC(=O)O)n3cc(CCCCCN)nn3)CC2)nc(N2CCN(C(=O)CCCCCCCCCCNC(=O)[C@H](CO)n3cc(CCCSC)nn3)CC2)n1
 : ?	4.7µM*	nt	nt	0%	nt	2%
[15] CCC(=O)n1nc(-c2ccccc2)nc1N
 : nt	7%	-3	4	5%	2%	-4%
[16] c1ccc(Nc2nc(N3CCCC3)nc(N3CCCC3)n2)cc1
 : 12µM*	nt	-3	-3	?	8%	2%
[17] O=C(O)CCCNC(=O)/C(=C\c1ccc(Cl)cc1)NC(=O)c1ccc(Br)cc1
 : -8%	27%	12	-1	17%	5%	-8%
[18] CN(C)S(=O)(=O)n1cc(/C=C(\NC(=O)c2ccccc2)C(=O)N2CCOCC2)c2ccccc21
 : ?	-2%	-3	6	5%	-1%	-5%
[19] CCOc1ccc(N2C(=O)CC(Sc3ccccc3C(=O)O)C2=O)c([N+](=O)[O-])c1 (configuration not stated)
 : 2%	-1%[5.75 µM]	2	5	-6%	-1%	-15%
[20] COc1ccc(C(=O)/C=C(\N)C(F)(F)F)c(O)c1
 : -2%	12%	-5	1	4%	-3%	-17%
[21] O=C(Nc1ccc(F)cc1F)c1cccnc1Oc1cccc(C(F)(F)F)c1
 : 34%[activator]	-7%	11&-21	4&1	6%	1%	1%
[22] CS(=O)(=O)N1N=C(c2ccco2)CC1c1ccc(Cl)cc1Cl (configuration not stated)
 : 5.2µM*	-5%	-4	2	-5%	2%	10%
[23] COC(=O)C1=C(C)N(Cc2ccco2)C(=O)N[C@H]1c1ccccc1
 : -8%	-9%	-10	7	0%[8.37 µM]	5%	nt
[24] Cc1ccc(CNC(=O)C(=O)NCC(c2ccco2)N2CCOCC2)cc1 (configuration not stated)
 : 45%[activator]	7%	-14	-1	-12%	-7%	-9%
[25] CC(=O)c1ccc(NC(=O)CNCc2cccs2)cc1
 : 39%[activator]	nt	52*	54*	4%	-3%	19%
[26] Clc1cc2cccnc2c2ncccc12
 : 12µM*	12µM*	nt	nt	2.8µM*	nt	-25%
[27] C[N+](C)(C)CCN(Cc1ccc(Cl)cc1)c1ccccn1
 : 2.3µM*	6.6µM*	9	-3	9%	4%	-7%
[28] C/C(=N\Nc1ccc(Cl)c(C(=O)O)c1)c1cccc2ccccc12
 : 1%	24%	45	12*	20%	16%	7%
[29] C[n+]1ccccc1N1CCN(c2ccccc2Cl)CC1
 : ?	4.7µM*	-3	-2	1%	2%	-16%
[30] COc1cc2c(cc1NC(=S)NC(=O)c1c(OC)cccc1OC)oc1ccccc12
 : 3.7µM*	4.1µM*	-6	-1	-1%	1%	4%
[31] O=C(NNC(=O)c1sccc1-n1cccc1)c1ccc(F)cc1
 : -45%[1.15 µM]	-13%	14	-3	-1%	-2%	-2%
[32] Cc1ccc(C)c(NS(=O)(=O)c2cc(C(=O)Nc3cccc(N(C)S(C)(=O)=O)c3)ccc2C)c1
 : ?	?	-4	1	?	2%	1%
[33] O=C(C1=C(O)/C(=C/c2ccc(O)cc2)CCC1)C(F)(F)F
 : 3%	16%	44*	30*	16%	-4%	-7%
[34] CC(C)COC(=O)N1C[C@H](O)C[C@H]1C(=O)Nc1ccc(Cl)cc1
 : 24%	27%	-6	-2	4%	-5%	-2%
[35] CC(C)N(CC#CCC1(O)c2ccccc2-c2ccccc21)C(C)C
 : 26%	-26%	-12	-5	6%	-1%	-6%
[36] CC(C)(C)OC(=O)N1CC(O)CC1C(=O)OCC(=O)c1ccccc1 (configuration not stated)
 : 9%	0%	-1	-2	16%	3%	-5%
[37] c1ccc(CN(Cc2cccs2)C(c2cccs2)c2nnnn2C2CCCC2)cc1 (configuration not stated)
 : nt	13µM*	-21	-3	?	-2%	2%
[38] Nc1nonc1OCCCCOc1nonc1N
 : ?	1%	2	-1	15%	2%	2%
[39] Cc1ccc(Cn2ccc(=O)c(Cc3c(Cl)cccc3Cl)c2C)cc1
 : 0.41µM*	?	-15	-8	?	-5%	3%
[40] CN(C)S(=O)(=O)c1cccc(COC(=O)c2ccc(Cl)cc2O)c1
 : 44%	?	106*	45*	?	1%	-4%
[41] CCOC(=O)CSc1nc2sc(C)c(C)c2c(=O)n1N
 : -7%	-25%	-2	-4	?	5%	-1%
[42] O=C(Nc1ccc(Cl)cc1)N1CCc2[nH]c3ccccc3c2C1
 : 0%	2%	13	2	?	5%	-5%
[43] C=CCc1cc(Cl)ccc1OCCNCCOC
 : -18%	32%[activator]	-12	19	?	-2%	5%
[44] O=C(Nc1cccc(Cl)c1)c1cnc[nH]1
 : 8%	111%[activator]	75*	55*	18%	-2%	4%&-6%
[45] O=C(C1CCC(=O)N1Cc1ccccc1Cl)N1CCN(c2ccc(F)cc2)CC1 (configuration not stated)
 : -23%	?	-23	-4	15%	1%	9%
[46] O=C(c1cnccn1)N(Cc1ccco1)C1(C(=O)NC2CCCC2)CCCCC1
 : -16%	nt	8	-5	-29%	4%	2%
[47] COc1ccc2ccccc2c1/C=N\NC(=O)c1ccc(C)s1
 : -32%	4%	26	20	10µM*	3%	0%
[48] CCCCn1c(N)c(N(CCOC)C(=O)CSCc2ccccc2C)c(=O)[nH]c1=O
 : 55%[activator]	23%	nt	nt	2%	nt	0%
[49] CC(=O)Nc1nccc(-c2cc(-c3ccccc3)no2)n1
 : 114%[activator]	191%[activator]	53*	30*	-4%	-13%	0%
[50] COc1cccc(NC(=O)C2CCCN2S(=O)(=O)c2ccc3c(c2)C(C)(C)C(=O)N3C)c1 (configuration not stated)
 : -13%	?	8	2	-12%	1%	-8%&0%
[51] Cc1cc(C)c(C#N)c(SCC(=O)Nc2nnc(-c3ccccc3)s2)n1
 : nt	4%	6	-2	-7%	0%	-3%
[52] Cc1cccc(NC(=O)COc2ccccc2C)n1
 : 2.3µM*	86%[activator]	100*	48*	?	-15%	-9%
[53] O=C(O)CCN1C(=O)c2ccc(Oc3ccc4c(c3)C(=O)N(CCC(=O)O)C4=O)cc2C1=O
 : -2%	nt	8	-4	15%	-4%	-8%
[54] CCN1C(=O)/C(=C\c2ccc(F)cc2)N=C1SCC(=O)NCc1ccco1
 : 12%	15%	5	-2	23%	1%	-3%
[55] CCCn1c(=O)c(C(=O)Nc2ccccc2C(=O)OC)c(O)c2ccccc21
 : -14%	16%	-6	-2	-19%	2%	-7%

Reformatted with tabs: entries from further up
#	smiles	Pf growth 96h	Pf growth 48h	Shiga toxin inh	Cycloheximide cs	HCV inhibitor	LmPK inhibitor	TbPYK inhibitor
47	COc1ccc2ccccc2c1/C=N\NC(=O)c1ccc(C)s1	-32%	4%	26	20	10µM*	3%	0%
48	CCCCn1c(N)c(N(CCOC)C(=O)CSCc2ccccc2C)c(=O)[nH]c1=O	55%[activator]	23%	nt	nt	2%	nt	0%
49	CC(=O)Nc1nccc(-c2cc(-c3ccccc3)no2)n1	114%[activator]	191%[activator]	53*	30*	-4%	-13%	0%
50	COc1cccc(NC(=O)C2CCCN2S(=O)(=O)c2ccc3c(c2)C(C)(C)C(=O)N3C)c1 (configuration not stated)	-13%	?	8	2	-12%	1%	-8%&0%
51	Cc1cc(C)c(C#N)c(SCC(=O)Nc2nnc(-c3ccccc3)s2)n1	nt	4%	6	-2	-7%	0%	-3%
52	Cc1cccc(NC(=O)COc2ccccc2C)n1	2.3µM*	86%[activator]	100*	48*	?	-15%	-9%
53	O=C(O)CCN1C(=O)c2ccc(Oc3ccc4c(c3)C(=O)N(CCC(=O)O)C4=O)cc2C1=O	-2%	nt	8	-4	15%	-4%	-8%
54	CCN1C(=O)/C(=C\c2ccc(F)cc2)N=C1SCC(=O)NCc1ccco1	12%	15%	5	-2	23%	1%	-3%
55	CCCn1c(=O)c(C(=O)Nc2ccccc2C(=O)OC)c(O)c2ccccc21	-14%	16%	-6	-2	-19%	2%	-7%

Outcome played no part in choosing rows, and some 24% of all compounds hit somewhere here.
